# Fibroblast inh – blocks proliferation of human lung fibroblasts. LL 47 human lung fibroblast viability, ATP luminescence; stronger effect = lower value. 85,000 tested, 1.1% active. viability, % at 10 µM;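 active = viability at or below 50% in the single dose screen; inactive = viability above 50%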;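 note: compound exposure lasted 72 h before the ATP readout; 100% = median luminescence of untreated cell-only wells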
#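 Assay system: human lung fibroblast line LL 47, low passage. Input: 1,150 fibroblasts seeded per well. Times: overnight cell rest, 72 h compound treatment at 37 °C. Evaluation: % viability of median cell-only signal. Technique: luminescent ATP detection, CellTiter-Glo. Control set: cell-only wells, no compound.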
# sEH activator – increases human soluble epoxide hydrolase activity | P34913 | purified human sEH enzymatic activity, activator screen | activation, % at 2 µM | 91,000 tested, 0.04% active | AID 717; in the data active = activation above about 37%; note: values of inactives mirror those of a sister screen read the other way
# Target sequence (P34913 whole entry, looked up): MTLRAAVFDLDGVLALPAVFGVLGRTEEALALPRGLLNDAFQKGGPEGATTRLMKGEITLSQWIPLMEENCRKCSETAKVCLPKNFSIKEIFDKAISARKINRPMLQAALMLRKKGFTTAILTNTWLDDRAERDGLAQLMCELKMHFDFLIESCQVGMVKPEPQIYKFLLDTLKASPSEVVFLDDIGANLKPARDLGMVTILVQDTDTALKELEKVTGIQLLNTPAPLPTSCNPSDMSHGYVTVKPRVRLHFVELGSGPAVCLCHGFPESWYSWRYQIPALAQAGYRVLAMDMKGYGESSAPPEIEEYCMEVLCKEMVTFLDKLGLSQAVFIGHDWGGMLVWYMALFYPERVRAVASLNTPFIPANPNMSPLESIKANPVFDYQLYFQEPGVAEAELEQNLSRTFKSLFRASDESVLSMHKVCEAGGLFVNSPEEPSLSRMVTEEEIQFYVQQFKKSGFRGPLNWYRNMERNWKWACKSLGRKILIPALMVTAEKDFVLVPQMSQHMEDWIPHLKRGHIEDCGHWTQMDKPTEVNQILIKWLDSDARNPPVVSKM
# H69AR inhibit – blocks growth of human H69AR lung tumor cells. H69AR lung tumor viability, ATP luminescence, 72 h; stronger effect = lower value. viability, % at 10 µM. 85,000 tested, 6% active. AID 598;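 active = viability at or below 40%; inactive = viability above 40%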;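 note: multidrug resistant small cell line overexpressing MRP-1 efflux transporter; 100% = mean luminescence of untreated control wells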
# HUVEC inhibit – inhibitors of human endothelial cell proliferation. 86,000 tested, 1.1% active. HUVEC proliferation, CellTiter-Glo luminescence, 72 h; stronger effect = lower value. viability, % at 10 µM (by protocol);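 active = viability at or below 30%; inactive = viability above 30%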;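 note: 100% = median luminescence of DMSO-only cell control wells on each plate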
# sEH inhibitor – inhibitors of human soluble epoxide hydrolase. P34913. recombinant human sEH enzymatic activity assay. inhibition, % at 2 µM. 91,000 tested, 0.34% active; in the data active = inhibition above about 80%; note: values of inactives mirror those of a sister screen read the other way; many of its hits are not listed in these tables
# S1P2 antag – S1P2 (human) receptor antagonism; O95136; cell-based S1P2 antagonist assay, inhibition at 5 uM; inhibition, % at 5 µM; 97,000 tested, 0.21% active; in the data active = inhibition above about 45%;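 note: CRE beta-lactamase reporter cells expressing human S1P2 stimulated with S1P; 0% = agonist at EC80 alone and 100% = agonist plus reference antagonist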
# Target sequence (O95136 whole entry, looked up): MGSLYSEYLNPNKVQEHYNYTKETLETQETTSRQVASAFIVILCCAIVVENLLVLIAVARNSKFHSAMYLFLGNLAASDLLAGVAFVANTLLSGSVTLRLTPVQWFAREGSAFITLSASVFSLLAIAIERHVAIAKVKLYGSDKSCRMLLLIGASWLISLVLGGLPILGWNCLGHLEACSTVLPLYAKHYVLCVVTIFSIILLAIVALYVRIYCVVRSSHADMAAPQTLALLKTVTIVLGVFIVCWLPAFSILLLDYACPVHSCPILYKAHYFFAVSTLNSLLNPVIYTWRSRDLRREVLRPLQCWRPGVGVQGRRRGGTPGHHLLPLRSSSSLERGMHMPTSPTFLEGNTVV
# LYP act – LYP (human) phosphatase activation; Q9Y2R2; recombinant LYP, DiFMUP fluorescence; 0 = plate median, 100 = signal doubled; activation, % at 2 µM; 96,000 tested, 0.11% active; AID 697;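 active = activation at 2 µM above a set limit, the mean plus 5 SD, cut at about 37% in these data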
# S1P2 ag – S1P2 (human) receptor agonism | 97,000 tested, 0.46% active | O95136 | S1P2-expressing cell line, agonist reporter read-out | activation, % at 4.5 µM; in the data active = activation above about 16%;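 note: 0% = vehicle low control and 100% = maximal reference agonist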
# PostGolgi ctrl – yeast control strain growth, post-Golgi counter-screen; 98,000 tested, 5% active; inhibition, % at 10 µM; efflux-deficient yeast background strain, growth absorbance A615, 16 h; in the data active = inhibition above about 30%
# * hit, by the source's call; nt = no result given. These rows are one share of the data (hit frequency here may not be typical).
SMILES,PostGolgi ctrl,LYP act,Fibroblast inh,H69AR inhibit,sEH inhibitor,HUVEC inhibit,S1P2 antag,S1P2 ag,sEH activator
COc1ccc(NC(=O)c2ccc(OC)cc2)cc1,-7,nt,100,105,nt,111,nt,nt,nt
CC(OC(=O)c1cccs1)C(=O)NCc1ccccc1 (configuration not stated),-5,-7,98,105,2,99,11,-4,0
Cc1ccc(NC(=O)COc2ccc(/C=N/NC(=O)CSCc3ccccc3)cc2)cc1,6,-15,nt,nt,33,nt,-4,-4,-31
Cc1ccc(C2CC(C(F)F)n3ncc(C(=O)Nc4c(C)nn(Cc5c(F)cccc5Cl)c4C)c3N2)cc1 (configuration not stated),nt,-6,86,91,6,82,-6,-8,-3
C/C(=N/OC(=O)c1c(F)cccc1F)c1nccs1,9,1,nt,nt,-40,nt,-9,-6,39*
Cc1ccc2[nH]c(=O)c3cc(C(=O)N(C)Cc4ccco4)sc3c2c1,19,-10,81,53,8,71,-29,-8,-6
Cc1cc(NC(=O)c2noc3c2CCc2ccccc2-3)n(-c2ccccc2)n1,-1,nt,89,48,nt,78,nt,nt,nt
CCOC(=O)N1CCC(n2c(SCC(=O)N3CCC(C)CC3)nc3ccccc3c2=O)CC1,29,-8,105,30*,9,88,4,-3,-10
O=C(Cn1cc(C(=O)c2ccco2)c2ccccc21)NCc1ccco1,3,-2,97,86,4,85,-7,-6,-4
Cn1c(=O)c2c(nc(NCc3ccccc3)n2C)n(C)c1=O,16,10,96,95,5,95,-23,-2,-5
CN(C)C(=O)COC(=O)[C@H](Cc1ccccc1)NC(=O)c1ccco1,1,0,nt,nt,3,nt,16,-5,-1
COc1ccc(CNC(=O)CCCn2c(SCC#N)nc3cc4c(cc3c2=O)OCO4)cc1,16,4,nt,nt,37,nt,-2,-6,-37
CCOc1ccc(NC(=O)C2CC(=O)N3CCCN=C3S2)cc1 (configuration not stated),6,-9,103,97,5,92,2,-8,-8
CCOC(=O)C1=C(C)NC(=O)C(C#N)C1c1ccco1 (configuration not stated),11,-1,99,100,-15,96,-17,-3,17
CCC(=O)Nc1c(OC(=O)CC)ccc2c(C)cc(=O)oc12,5,2,108,95,0,88,-4,-4,-1
CC1CCN(C(=O)C2CCN(S(=O)(=O)c3cccc4nonc34)CC2)CC1,31*,-2,nt,nt,-4,nt,-4,2,1
CC1=NN(c2ccccc2)C(=O)/C1=C/c1cc2cc(C)ccc2nc1N1CCCCC1,48*,-10,nt,nt,-10,nt,-19,-5,12
O=C(N/N=C/c1ccc(-c2ccc(S(=O)(=O)Nc3ncccn3)cc2)o1)c1cc2ccccc2cc1O,11,-21,nt,nt,-4,nt,-26,-3,1
O=S(=O)(c1ccc(N2CCCC2c2nc3ccccc3s2)nc1)N1CCOCC1 (configuration not stated),10,1,88,23*,-7,97,16,-7,8
COc1cc(NC(=O)c2cc(-c3cccnc3)nc3ccc(C)cc23)c(OC)cc1Cl,-2,-5,nt,nt,5,nt,6,-9,-6
CCc1ccccc1Nc1ccc(C(=O)O)cc1N,24,nt,94,92,nt,90,nt,nt,nt
Cc1ccccc1-n1c(=O)cc(N2CCc3ccccc32)[nH]c1=O,1,10,96,87,0,92,-3,-6,-1
Cc1ccccc1OCC(=O)NNC(=O)c1ccc(-c2ccccc2)cc1,-2,-5,nt,nt,-9,nt,1,-8,9
O=C(O)CNC(=O)c1ccc2c(c1)OCCO2,4,2,99,94,-6,104,-7,-5,4
O=C(NCC1CCCO1)c1ccc2ccccc2n1 (configuration not stated),2,-4,98,97,-3,90,-14,-3,6
CCN1CCN(CC(=O)c2c(C)n(C)c3ccc(OC)cc23)CC1,5,-3,nt,nt,1,nt,17,-2,0
Cc1ccc(S(=O)(=O)n2nc(C)c(Br)c2C)c(C)c1C,48*,0,nt,nt,-3,nt,2,-2,3
Cc1onc(-c2ccccc2Cl)c1C(=O)N1CCc2ccccc2C1,13,-1,106,91,11,98,-4,1,-10
COC(=O)c1cccc(N2C(=O)c3cccnc3C2=O)c1,4,1,95,89,-3,94,25,-5,1
CCN1CCn2c1nc(N1CCOCC1)nc2=O,4,3,93,93,4,97,4,-3,-1
COc1ccc(OC)c(NC(=O)CSCc2cnn(-c3ccccc3)c2-n2cccc2)c1,29,0,94,65,4,80,2,-5,-3
COc1cccc(S(=O)(=O)NCc2ccc(C(=O)NCC3CCCO3)cc2)c1 (configuration not stated),-6,0,98,100,13,96,20,-5,-15
O=C(CC1NCCNC1=O)Nc1ccc(Oc2ccccc2)cc1 (configuration not stated),2,-3,96,88,-7,80,-7,-1,5
COC(=O)[C@@H](NC(=O)NCc1ccc(F)cc1)C(C)C,6,5,105,106,17,100,6,-4,-15
Cc1cccc(-c2nc(CS(=O)CC(=O)N3CCN(C)CC3)c(C)o2)c1 (configuration not stated),1,nt,102,89,nt,96,7,-3,nt
O=C(c1cccs1)[C@@H]1[C@@H]2C(=O)N(Cc3ccc4c(c3)OCO4)C(=O)[C@@H]2C2c3ccccc3C=CN21 (some centres not stated),10,-2,nt,nt,-6,nt,23,-5,7
O=c1[nH][nH]c(C(F)(F)F)c1C=NCc1ccccc1Cl,-1,-4,94,81,-1,96,6,-7,-1
O=C(N/N=C/c1cccc(C(F)(F)F)c1)c1cc2c(s1)-c1ccccc1CC2,10,0,nt,nt,3,nt,14,-8,-1
O=[N+]([O-])C1=C(Nc2cccc3ccccc23)CS(=O)(=O)C1,3,-4,105,99,5,95,9,-5,-5
CCOC(=O)C(OC(=O)c1sc(=S)n(C)c1C)C(C)=O (configuration not stated),14,8,109,94,-14,100,18,-6,16
FCCCOc1ccc(-c2nccc(-c3ccc(Br)cc3)n2)cc1,11,-13,nt,nt,-10,nt,-4,-7,13
O=C(CSc1nnc(-c2cnccn2)n1Cc1ccco1)c1ccccc1,1,7,86,nt,-2,93,-3,-1,1
COC(=O)c1cccc(NC(=O)c2ccc3c(c2)C(=O)N(CC2CCCO2)C3=O)c1 (configuration not stated),-6,10,102,75,14,102,-9,-1,-13
CCC(C(=O)Nc1ccccc1-c1ccccc1)c1ccccc1 (configuration not stated),12,-11,nt,nt,-24,nt,-14,1,24
Cc1cc(C)c2cc(CN(Cc3ccco3)C(=O)NCc3ccccc3)c(=O)[nH]c2c1,22,nt,104,61,nt,94,nt,nt,nt
Cc1nc(C)c(C(=O)OCC(=O)N2CCN(c3ccccc3)CC2)s1,-10,40*,104,99,6,97,-5,-5,-6
Cc1cc(NC2CCCCC2)nc(N2CCOCC2)n1,-3,2,100,94,1,95,-6,0,-2
COC(=O)C(C)Sc1nnc(Cc2cc(=O)[nH]c(=O)[nH]2)n1-c1cc(C)ccc1C (configuration not stated),-4,-10,99,89,0,100,6,-2,1
COc1ccc(C(=O)Nc2nc3ccccc3[nH]2)cc1OC,-4,7,107,67,-6,101,2,-1,6
COc1ccc(CN2CCN(C(=O)c3cccs3)CC2)cc1,-9,-11,107,91,nt,96,16,-4,nt

# Continued:
SMILES,PostGolgi ctrl,LYP act,Fibroblast inh,H69AR inhibit,sEH inhibitor,HUVEC inhibit,S1P2 antag,S1P2 ag,sEH activator
N/C(=N\OC(=O)Cc1ccc(-c2ccccc2)cc1)c1cccc([N+](=O)[O-])c1,5,-1,nt,nt,12,nt,-4,-4,-10
Cc1cc2nc(C)n(CCCNC(=O)Nc3ccccc3)c2cc1C,-9,0,99,92,-4,88,12,-8,8
COc1cc(C2C(C(=O)N3CCOCC3)=C(C)NC3=C2C(=O)CCC3)ccc1OC(C)=O (configuration not stated),-2,-11,102,86,-9,88,5,-2,12
Cn1c(=NC(=O)CN2C(=O)C3CC=CCC3C2=O)sc2ccccc21 (configuration not stated),11,-9,95,78,-1,113,9,0,0
Cc1ccc2nc(NC(=O)CSc3ncnc4c3oc3ccccc34)sc2c1,-2,8,92,26*,nt,35,-10,-1,nt
Cc1cccc(CC(=O)Nc2c3c(nn2-c2cccc(Cl)c2)CS(=O)C3)c1 (configuration not stated),nt,-3,94,88,-7,106,9,-5,8
Cc1noc(C)c1COC(=O)c1ccc2ccccc2n1,6,-6,105,104,5,101,8,-8,-4
Cc1cc(CN2CCCCC2)oc1C(=O)O,1,8,nt,nt,12,nt,-8,-3,-12
Cc1cc(C)c2[nH]c(=S)cc(C)c2c1,-1,4,nt,nt,2,nt,-1,-3,-1
CCCSc1nsc(N)n1,4,0,nt,nt,6,nt,0,-3,-6
CC(C)(C)c1ccc(S(=O)(=O)Nc2cccnc2)cc1,30*,-4,98,99,-21,105,23,-6,22
CSc1ccc(/C=N/n2c(C)cc(C)cc2=O)cc1,5,-3,100,101,-5,100,1,-4,5
C=CCN1C(=O)CS/C1=N/c1nccs1,10,4,92,82,-1,98,-31,-5,3
COC(=O)CSc1cc(C)nc2ccc(OC)cc12,2,1,107,92,-8,103,4,-5,11
COCCOC(=O)c1c(C)oc2ccc(OC(=O)c3cccs3)cc12,13,13,95,91,nt,100,10,-6,nt
O=C(NNc1ccc([N+](=O)[O-])cc1)C1CC2CCCC(C1)C2=O (configuration not stated),2,12,nt,nt,16,nt,-8,-8,-15
COc1cccc(N=C2SC(C(=O)Nc3ccc(F)cc3)CC(=O)N2C)c1 (configuration not stated),18,-2,97,70,nt,87,1,-3,nt
CC(=O)c1cc(-c2ccccc2)n(CC(=O)NC2CCCC2)c1C,28,7,98,97,4,112,3,-3,-5
CN1CCN(CCP(=O)(c2ccccc2)c2ccccc2)CC1,0,7,106,75,-15,92,-13,-3,15
COC(=O)C1=C(C)N(C)C(=O)/C1=C\c1cccs1,nt,-6,97,83,6,82,8,-5,-3
CC(C)(SC(=S)N1CCOCC1)C(=O)O,6,9,102,89,-6,93,5,-4,10
Cc1cc(O)c(NC(=O)c2ccc(Br)o2)cc1C,-5,6,82,53,3,79,4,-2,-1
COC(=O)Nc1ccc(S(=O)(=O)N(CCO)CC(F)(F)C(F)F)cc1,-3,-7,93,95,15,90,6,-5,-16
CC(=O)c1nn(-c2cccc(Br)c2)cc1C(=O)c1ccccc1,16,-5,nt,nt,-6,nt,2,-2,8
C=C(C)C(=O)N1CC2(CC(c3cccc(NC(=O)c4ccccc4)c3)=NO2)C[C@@H]1C(N)=O (some centres not stated),-1,-7,nt,nt,8,nt,-6,-9,-7
CC1Cc2ccccc2N1C(=O)CCNS(=O)(=O)c1cccc2nsnc12 (configuration not stated),-3,14,105,90,-7,91,-6,-1,9
COc1ccccc1NC(=O)CN1C(=O)C2(OCCCO2)c2ccccc21,5,nt,92,85,nt,87,nt,nt,nt
O=C(Cc1c(F)cccc1Cl)NCCCn1ccnc1,-2,-2,nt,nt,11,nt,11,-1,-10
Cc1ccc(-c2noc(CCC(=O)NCCc3ccccc3Cl)n2)cc1,6,2,94,93,6,100,-29,-8,-2
COc1ccc(-c2noc(CCC(=O)Nc3cccc(C)c3)n2)cc1,3,-1,106,97,6,92,-12,-1,-5
CC1CCCCN1C(=O)CSc1nc2ccccc2n1CC(=O)N1CCc2ccccc21 (configuration not stated),3,nt,103,86,nt,80,nt,nt,nt
COC(=O)c1cc(NC(=O)c2ccccc2)c(=O)oc1C/C=N\OCc1ccc(Cl)cc1Cl,10,-7,97,99,1,92,25,-1,0

# Structures listed so far shown as hits in sEH activator:
SMILES | LYP act | sEH inhibitor | S1P2 antag | S1P2 ag | sEH activator
C/C(=N/OC(=O)c1c(F)cccc1F)c1nccs1 | 1 | -40 | -9 | -6 | 39*
